# From PubChem BioAssay
# E coli WT exp: blocks growth of wild type E. coli BW25113; AID 710; OD600 absorbance; 98,000 compounds, 0.15% hits; growth inhibition, % at 100 µM;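 active = growth inhibition above about 50% at one test dose, limit read from the data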;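 note: growth measured after 20 h incubation at 37 °C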
# F-actin modifier: modifiers of cytoskeleton assembly; HUVEC TNFa F-actin phalloidin imaging, high content; 91,000 compounds, 0.18% hits; inhibition, % at 2 µM; AID 836;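 active = inhibition above the batch mean plus 3 SD and confirmed as a hit by visual image inspection, cut at about 30% in these data, passing the limit was not always enough; inconclusive = above the inhibition threshold but rejected on visual inspection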; note: strong numbers were not always called active
# VCAM1 TNFa inh: reduces TNF alpha induced VCAM1 expression in HUVEC; AID 802; 95,000 compounds, 0.48% hits; HUVEC TNFa-induced VCAM-1 immunofluorescence, high-content imaging; inhibition, % at 2 µM;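 active = inhibition above the batch mean plus 3 SD, with images confirmed as a hit by eye, cut at about 37% in these data; inconclusive = inhibition above that limit but hit not confirmed in images; inactive = inhibition not above that limit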;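 note: 0% = TNF-stimulated DMSO wells and 100% = unstimulated control wells; not every result past the cut was called active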
# hDAT+cocaine: human DAT dopamine uptake with cocaine, either direction; LLC-PK1 hDAT cells, [14C]-dopamine uptake with cocaine IC80; actives deviate in either direction; B-score at 10 µM; 110,000 compounds, 1.3% hits;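 active = Z score or B-score, a plate-position-corrected score, falls beyond the plate's 99.7% confidence bounds, in either direction; inactive = both scores lie inside the 99.7% bounds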;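 note: scored against the spread of the other compound wells on the same plate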
# Target sequence (Q01959 whole entry, looked up): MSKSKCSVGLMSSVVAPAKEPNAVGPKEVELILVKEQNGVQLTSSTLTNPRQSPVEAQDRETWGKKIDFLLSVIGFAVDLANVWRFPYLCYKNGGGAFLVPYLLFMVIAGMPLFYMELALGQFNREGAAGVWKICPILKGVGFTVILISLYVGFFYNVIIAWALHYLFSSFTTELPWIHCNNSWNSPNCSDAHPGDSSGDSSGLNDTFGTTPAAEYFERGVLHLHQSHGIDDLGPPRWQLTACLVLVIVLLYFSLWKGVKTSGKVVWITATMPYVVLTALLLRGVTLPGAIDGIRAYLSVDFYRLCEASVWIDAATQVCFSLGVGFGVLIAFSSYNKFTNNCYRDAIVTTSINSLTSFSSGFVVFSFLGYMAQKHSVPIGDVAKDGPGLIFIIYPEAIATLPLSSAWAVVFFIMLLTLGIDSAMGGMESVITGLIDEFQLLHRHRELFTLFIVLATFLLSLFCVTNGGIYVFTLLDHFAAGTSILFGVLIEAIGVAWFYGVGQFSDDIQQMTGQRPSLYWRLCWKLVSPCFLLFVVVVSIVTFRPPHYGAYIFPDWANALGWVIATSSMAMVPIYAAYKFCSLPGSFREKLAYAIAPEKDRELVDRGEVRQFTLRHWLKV
# TNFa cytotox: HUVEC cytotoxicity counter-screen, TNF alpha stimulated | HUVEC TNFalpha-stimulated, Hoechst cell count, imaging | cell count reduction, % at 2 µM | 93,000 compounds, 0.17% hits | AID 848;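 active = cell count reduction exceeding the screen mean by over 5 SD, scaled to untreated wells per plate, cut at about 78% in these data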;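 note: cells counted after 24 h of TNF alpha exposure following the 1 h pretreatment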
# HUVEC tox IL1B: HUVEC cytotoxicity counter-screen, IL-1B stimulated; HUVEC cell count loss, Hoechst imaging; cell count reduction, % at 2 µM; 94,000 compounds, 0.41% hits; AID 845;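 active = cell count reduction more than 3 SD above the screen-wide mean, cut at about 70% in these data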;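 note: normalized per plate to untreated control cells as the no-loss baseline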
# PLK1 inh: blocks human PLK1 kinase activity. P53350. AID 619. recombinant PLK1 kinase, TR-FRET peptide phosphorylation. 97,000 compounds, 0.53% hits. inhibition, % at 10 µM;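 active = inhibition of 50% or more in the single-concentration screen; inactive = inhibition below 50%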;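 note: 0% = DMSO max control and 100% = H-89 dihydrochloride min control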
# PLK1 PBD inh: Plk1 (human) PBD binding inhibition; 97,000 compounds, 0.13% hits; inhibition, %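 (tested at about 20 µM)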; Plk1 PBD phosphopeptide binding, fluorescence polarization; in the data active = inhibition above about 34%, passing the limit was not always enough
# sEH inhibitor: soluble epoxide hydrolase (human) inhibition; P34913; recombinant human sEH enzymatic activity assay; inhibition, % at 2 µM; 91,000 compounds, 0.34% hits; AID 707; in the data active = inhibition above about 80%; note: values of inactives mirror those of a sister screen read the other way; many of its hits are not listed in these tables
# * hit, by the source's call; ? = inconclusive; · = no result given. Rows were taken by chance (roughly 3.4% active in at least one column).
SMILES,E coli WT exp,F-actin modifier,VCAM1 TNFa inh,hDAT+cocaine,TNFa cytotox,HUVEC tox IL1B,PLK1 inh,PLK1 PBD inh,sEH inhibitor
Cc1cc(OCC(=O)Nc2ccc(F)c(F)c2)nc(C(C)C)n1,-4.0,-10.1,-2.5,-0.0247,4.5,10.3,-2.9,-12.8,-4.3
COc1ccc(O)c(C(=O)c2cc(C#N)c(=O)n(-c3c(C)n(C)n(-c4ccccc4)c3=O)c2)c1,-2.0,-9.9,-6.0,-0.899,-17.4,-11.7,-7.9,-132.9,-4.8
O=C1c2ccccc2C(=O)N1c1nc(-c2cccs2)cs1,11.0,44.3,9.7,0.311,-30.5,-18.7,-11.8,-0.7,4.2
CCOc1cc(CNn2nnnc2N)ccc1OCC(=O)NC(C)(C)C,·,12.6,7.2,-1.41,-34.4,-32.2,-8.1,-10.0,3.5
Cc1ccc(C(c2sc3nc(C)nn3c2O)N2CC(C)OC(C)C2)cc1 (stereo unspecified),6.0,10.0,1.3,0.37,2.1,-21.9,-7.2,-24.6,-8.0
CC(C)OC(=O)CSc1nnc2n1C(C)(C)Cc1ccccc1-2,3.0,3.8,-19.6,0.717,-44.3,0.6,-8.7,-2.6,-20.5
O=C(CN1CCCCC1)Nc1cccc([N+](=O)[O-])c1,6.0,11.3,4.5,-0.881,-21.1,-3.0,-9.7,-30.9,-1.0
COc1cc(C(=O)N(CCc2ccccc2)C2=CC3CCC(C2)N3C)cc(OC)c1OC (stereo unspecified),·,2.4,7.2,0.405,-21.7,12.4,-6.3,-10.8,-7.7
CCOC(=O)Cc1c(C)c2ccc(N(CC)CC)cc2oc1=O,-2.0,-14.1,19.6,·,-18.6,9.1,-4.1,5.1,-7.2
O=C(NNC(=O)c1cccs1)Nc1cccc(Cl)c1,17.0,·,-11.1,·,9.3,14.1,-5.2,8.1,-3.9
O=C(O)c1cnn2c(C(F)(F)F)cc(-c3ccccc3)nc12,7.0,4.4,-4.7,-0.16,-29.3,-16.9,-13.3,2.7,9.9
CC1C(c2ccccc2)N(C)C(c2ccccc2)CC1(O)c1ccccc1 (stereo unspecified),0.0,5.5,20.2,-0.475,-37.2,-30.6,-8.8,19.4,5.5
Cc1cccc(OCc2nnc(SCC(=O)N3CCN(c4ccccc4)CC3)o2)c1C,·,17.5,3.8,-0.143,-27.5,-21.9,-11.9,-1.1,-4.6
CCCCC(CC)C(=O)Nc1ccc(C#N)cc1 (stereo unspecified),-2.0,·,-2.8,-0.274,-10.0,3.5,-2.0,1.7,-10.7
O=C1CC(Nc2ccc(N3CCOCC3)cc2)C(=O)N1Cc1ccccc1 (stereo unspecified),·,-9.3,11.0,0.0568,-0.7,-27.4,-9.9,-9.0,-8.1
C=CC(=C)CC(NC)c1ccccc1 (stereo unspecified),-7.0,22.7,14.9,-0.869,-34.3,-4.5,-7.2,-2.1,14.6
CC(=O)Oc1ccc(C(C)=O)c2c1OCCO2,-1.0,-24.4,2.7,-0.701,8.5,14.4,-1.6,8.0,-4.2
CCCc1[nH]nc2c1C(/C(C)=C/c1ccccc1)C(C#N)=C(N)O2 (stereo unspecified),-2.0,-1.0,-14.6,-0.368,7.2,-0.7,-7.5,4.4,18.5
Cc1cn2c(-c3ccncc3)nnc2s1,6.0,8.2,-24.8,-0.0183,-34.8,-4.2,0.3,-0.2,·
Cc1ccc(S(=O)(=O)N2CCN(C(=O)CN3C(=O)NC4(CCOc5ccccc54)C3=O)CC2)cc1 (stereo unspecified),-4.0,-11.3,10.4,-0.286,-20.0,-24.2,-1.2,-30.1,8.4
Cc1ccc2nsnc2c1S(=O)(=O)Nc1cccc2nsnc12,2.0,-2.6,2.5,-0.306,-14.6,-20.5,-12.4,28.2,·
O=C(Nc1ccc(N2CCOCC2)cc1)c1ccc2nc(-c3ccco3)c(-c3ccco3)nc2c1,-11.0,-19.6,10.8,-0.131,0.7,11.1,-11.2,34.7,9.0
COc1ccc2[nH]c3c(c2c1)CN(C)CC3,4.0,11.5,2.6,0.401,12.5,-110.1,-0.2,-30.5,-20.6
OCCNCCCCCOc1ccc(F)cc1,2.0,1.3,-16.3,-0.131,-37.3,-39.6,-3.7,-10.3,3.4
CCN(CC)C(=O)c1sc2[nH]c(=S)n(-c3ccccc3)c(=O)c2c1C,3.0,19.7,13.6,0.382,-9.0,-29.3,-12.5,-23.3,2.6

# Next section.
SMILES,E coli WT exp,F-actin modifier,VCAM1 TNFa inh,hDAT+cocaine,TNFa cytotox,HUVEC tox IL1B,PLK1 inh,PLK1 PBD inh,sEH inhibitor
COc1ccc(N(CC(=O)Nc2ccc(F)c(Cl)c2)S(=O)(=O)c2c(C)noc2C)cc1,-10.0,-3.7,3.5,0.348,1.8,6.8,-5.6,32.6,14.4
CSc1nc2sc(-c3ccccc3)cc2c(=O)n1N,-4.0,21.4,?,·,4.9,3.2,-4.5,-3.5,5.3
OCCN(Cc1ccccc1)Cc1cccc(Cl)c1Cl,18.0,-7.7,5.7,-0.0103,-17.2,7.5,-11.3,-6.3,-13.8
CCn1c(SCc2cccc(C(=O)O)c2)nnc1-c1ccccc1,2.0,23.6,-9.5,0.853,-4.5,4.8,-0.4,9.1,-5.3
C=CCn1c(SC(C)C(=O)NC2(C#N)CCCCC2)nnc1-c1ccc(OC)cc1 (stereo unspecified),-6.0,5.9,-16.2,-0.789,-2.0,-4.6,2.3,4.0,2.1
CC(=O)Nc1ccc(S(=O)(=O)n2cnc3ccccc32)cc1,-2.0,0.5,-27.2,0.584,·,-6.7,-10.9,8.5,13.7
CCNc1cc(Cl)nc(SC)n1,6.0,-15.6,-0.9,·,6.4,-30.9,0.9,16.2,-1.2
CCOC(=O)c1c(C)[nH]c(C(=O)OCC(=O)N(C)C2CCS(=O)(=O)C2)c1C (stereo unspecified),1.0,-3.8,26.1,0.177,·,17.7,1.0,11.0,-0.2
COc1ccc(-c2csc(Nc3ncccc3C)n2)cc1,·,7.1,9.0,0.766,-26.4,-8.9,-1.7,-26.0,7.6
S=c1[nH]nc(-c2cc(-c3ccco3)[nH]n2)n1-c1cccc2ccccc12,1.0,18.9,-1.5,·,-22.0,·,0.7,-3.5,-9.6
O=C(CCNS(=O)(=O)c1cccc2nsnc12)N1CC(=O)N(CCc2ccccc2)C(=O)C1,-3.0,-7.3,0.0,0.0188,-21.0,-1.2,-4.5,-34.6,7.3
CCOc1cc(CNCCSc2nnnn2C)cc(Br)c1OCc1ccccc1F,9.0,-4.0,-6.1,0.201,10.7,-2.2,-15.8,-24.8,-12.3
CCN(c1ccc(OC)cc1)S(=O)(=O)c1ccc2c(c1)CCN2C(=O)CCC(=O)O,4.0,5.6,-2.1,-1.74,-14.7,-14.3,-16.4,-10.6,-10.9
C=CCOc1ccccc1CN1CCSCC1,2.0,-0.7,4.3,-0.509,-10.0,-1.6,1.1,8.5,·
COc1ccc(S(=O)(=O)n2oc(=O)cc2-c2ccccc2)cc1OC,-14.0,6.2,-8.8,-0.00602,·,-11.3,-5.1,10.2,-1.2
Cc1ccc(CSc2nc3ncccc3[nH]2)cc1,3.0,-36.1,-3.2,-0.84,-7.3,-10.9,9.8,12.6,9.3
O=c1[nH]c(=O)n(C2CCCO2)cc1Br (stereo unspecified),0.0,16.1,9.6,0.507,3.2,15.2,-7.8,0.6,4.3
O=C1CCC(C(=O)Nc2cccc3ccccc23)N1 (stereo unspecified),1.0,4.1,-0.5,·,-8.8,-3.0,-7.0,-4.1,-13.5
CCOc1cc(CNc2ccccc2SC)ccc1O,4.0,6.3,-5.6,0.48,-31.2,-30.7,-2.9,-12.4,10.5
COCCNC(=O)C(c1ccco1)N(C(=O)Cn1nnc2ccccc21)c1ccccc1C (stereo unspecified),1.0,7.2,-2.0,0.702,-6.5,-6.4,-2.4,-10.7,-24.4
COc1ccc(-c2nc3ccccc3s2)cc1O,3.0,-5.6,-37.3,0.912,-34.9,0.0,-11.3,-30.0,-11.8
Cc1cc(/C=N\O)c(C)n1-c1ccncc1,4.0,3.1,6.9,·,11.1,29.2,0.8,21.1,2.6
Cc1cc(C(=O)N2CCN(C(=O)C3CCCO3)CC2)no1 (stereo unspecified),1.0,4.5,15.8,-0.0191,-23.0,-46.1,-11.1,13.5,-0.9
CC(C)CCNC(=O)Cc1c(C(=O)O)[nH]c2ccc(Cl)cc12,3.0,-3.9,9.4,0.439,-8.7,-2.5,-7.7,14.5,5.5
CCOC(=O)C1CCN(C(=O)c2ccc(OC)cc2OC)CC1,3.0,11.7,17.6,0.111,-3.0,0.0,-13.0,23.6,0.7

# Record cards (already shown). Order of screens: E coli WT exp, F-actin modifier, VCAM1 TNFa inh, hDAT+cocaine, TNFa cytotox, HUVEC tox IL1B, PLK1 inh, PLK1 PBD inh, sEH inhibitor
# CC(=O)Nc1ccc(S(=O)(=O)n2cnc3ccccc32)cc1 as listed: -2.0, 0.5, -27.2, 0.584, ·, -6.7, -10.9, 8.5, 13.7
# CCN(c1ccc(OC)cc1)S(=O)(=O)c1ccc2c(c1)CCN2C(=O)CCC(=O)O as listed: 4.0, 5.6, -2.1, -1.74, -14.7, -14.3, -16.4, -10.6, -10.9

# (list continues)
SMILES,E coli WT exp,F-actin modifier,VCAM1 TNFa inh,hDAT+cocaine,TNFa cytotox,HUVEC tox IL1B,PLK1 inh,PLK1 PBD inh,sEH inhibitor
O=C(OCc1nnc(-c2ccccc2)o1)c1ccco1,10.0,-2.3,0.1,0.0028,-37.2,-17.2,-17.5,14.2,-11.3
O=C(NC1CC1)c1cc(Cl)ccc1[N+](=O)[O-],-3.0,11.6,4.3,-0.716,-27.6,1.6,-8.5,-16.5,-12.3
CCOC(=O)N1CCN(c2c(NCCCN3CCCC(C)C3)c(=O)c2=O)CC1 (stereo unspecified),3.0,8.2,-0.4,-0.731,-4.3,-48.6,1.8,16.5,-4.6
O=C1CC(c2ccccc2)n2nc(NC(=O)c3cccnc3)nc2N1 (stereo unspecified),-3.0,20.1,-7.6,1.97,-7.6,-2.4,-3.7,-1.8,3.6
COc1ccc(C(=O)Cn2nnc(-c3ccc(N4CCOCC4)cc3)n2)cc1OC,-4.0,-10.5,-16.9,0.436,-5.8,-2.0,-6.2,-13.4,2.7
Cc1nnc(-c2cnn(C)c2N)n1Cc1ccccc1,3.0,·,4.8,0.385,-30.8,10.4,7.5,-7.5,7.3
CCCCSc1nc(O)c(Cc2ccccc2)c(=O)[nH]1,-1.0,-5.5,-2.6,-0.48,-9.2,8.5,-8.2,-8.8,-9.4
COc1cccc(NS(=O)(=O)c2cc(C)sc2C)c1,3.0,-2.7,0.2,2.64*,-5.2,-8.1,-7.6,-10.5,3.8
CN1CCC(NC(=O)c2cccs2)CC1,2.0,-5.0,-6.1,-0.317,-2.3,0.0,-16.9,9.9,1.9
Cc1ccc(NC(=O)N2CCCC2C(=O)NCc2cccs2)cc1 (stereo unspecified),·,·,·,-0.0837,·,-25.7,-9.4,8.1,26.7
CCS(=O)(=O)n1nc(-c2ccccc2)nc1SC,-10.0,17.1,4.5,0.0568,-8.0,-5.3,18.4,-11.2,-12.8
CCn1cc(Br)c(C(=O)Nc2ccc(OC)cc2)n1,16.0,2.4,21.7,0.451,-2.7,-2.7,-9.5,-6.7,1.9
O=C(Nc1ccccc1Cl)NC1(C(=O)N2CCCC2)CCCCC1,·,32.3,10.0,-8.93*,-27.6,-17.7,-11.7,-3.7,-13.1
CC(C)NC(=O)C1CC(=O)N(c2ccc(F)c(Cl)c2)C1 (stereo unspecified),0.0,-19.5,2.0,-0.0955,4.9,-47.5,-21.4,-0.5,-20.7

# hDAT+cocaine: what is marked active above.
molecule	F-actin modifier	VCAM1 TNFa inh	hDAT+cocaine	PLK1 inh	PLK1 PBD inh	sEH inhibitor
COc1cccc(NS(=O)(=O)c2cc(C)sc2C)c1	-2.7	0.2	2.64*	-7.6	-10.5	3.8
O=C(Nc1ccccc1Cl)NC1(C(=O)N2CCCC2)CCCCC1	32.3	10.0	-8.93*	-11.7	-3.7	-13.1
